Screens: PubChem, Broad Institute
GSK3A inh – blockers of GSK3A enzyme activity – biochemical, luminescence, cell-free homogeneous, HTS, primary screen; inhibition, % at 10 µM; AID 2650, 2010; GSK-3 alpha kinase, ADP-Glo luminescence, 60 min; Glycogen synthase kinase-3 alpha (Homo sapiens), P49840; 320,000 tested, 0.1% active;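 in the data active means inhibition above about 50%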;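 further: GST-tagged GSK-3 alpha with peptide substrate and 25 µM ATP; 0% = DMSO neutral wells and 100% = GW8510 positive control wells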
Target sequence (P49840 whole entry, looked up): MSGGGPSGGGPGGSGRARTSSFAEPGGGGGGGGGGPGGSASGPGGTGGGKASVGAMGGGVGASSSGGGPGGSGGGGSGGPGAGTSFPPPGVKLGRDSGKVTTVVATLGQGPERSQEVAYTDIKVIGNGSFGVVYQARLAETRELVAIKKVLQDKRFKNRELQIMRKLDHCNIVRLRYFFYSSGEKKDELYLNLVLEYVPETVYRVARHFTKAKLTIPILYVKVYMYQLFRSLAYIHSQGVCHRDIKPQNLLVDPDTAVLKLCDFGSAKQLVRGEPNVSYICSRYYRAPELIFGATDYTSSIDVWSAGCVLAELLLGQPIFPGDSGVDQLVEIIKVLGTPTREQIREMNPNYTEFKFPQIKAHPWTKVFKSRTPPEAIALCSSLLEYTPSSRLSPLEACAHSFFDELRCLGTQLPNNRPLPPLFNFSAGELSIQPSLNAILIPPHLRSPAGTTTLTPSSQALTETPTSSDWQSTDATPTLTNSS
Dyrk1A ADPGlo – rat Dyrk1A kinase inhibitors, primary screen, biochemical, single point, plate reader. Dual specificity tyrosine-phosphorylation-regulated kinase 1A (Rattus norvegicus), Q63470. ADP-Glo luminescence, NFATc1 peptide. inhibition, % at 12.5 µM. 310,000 tested, 0.43% active. AID 504441, 2011; in the data active means inhibition above about 50%;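 further: plate controls were vehicle with enzyme for no effect and no enzyme for full effect; many of its hits are not listed in these tables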
The depositor's hits bear a star. These rows are one share of the data (hit frequency here may not be typical).

cpd	mol	GSK3A inh	Dyrk1A ADPGlo
1	CCN(CC)S(=O)(=O)c1ccc(N2CCOCC2)c(NC(=O)c2cc(Cl)c3c(c2)OCO3)c1	-0.6	-1.5
2	CCCCN1CC(=O)N2[C@H]3c4cc(OC)ccc4OC[C@@H]3[C@H](C(=O)OCC)[C@]2(C)C1=O	-1.7	-1.4
3	Cc1cccc(-n2ncc3c(=O)[nH]c(SCC(=O)Nc4cc(C)on4)nc32)c1	-2.5	-5.8
4	C[C@H](CO)N1C[C@H](C)[C@@H](CN(C)C(=O)Nc2ccccc2)Oc2c(NC(=O)Nc3ccc(C(F)(F)F)cc3)cccc2C1=O	-3.7	1.6
5	COc1ccc(S(=O)(=O)N2CCN(CC(O)CN3CCOCC3)CC2)cc1 (stereo not given)	-2.4	6.4
6	Cc1c(NC(=O)CSc2nc(N)cc(N)n2)c(=O)n(-c2ccccc2)n1C	3.0	-8.1
7	CC1CCCC(C)N1C(=O)COC(=O)c1cncc(Br)c1 (stereo not given)	-2.1	-3.6
8	O=C1c2ccc(Cl)cc2S(=O)(=O)c2cccc(C(=O)N3CCN(c4ncc(Br)cn4)CC3)c21	-1.1	8.0

Additional structures
cpd	mol	GSK3A inh	Dyrk1A ADPGlo
9	CCOC(=O)N1CCC(NCCNC(=O)c2ccc(F)c(F)c2)CC1	-3.8	-14.3
10	CN(C)c1ccc(C(=O)NCC(c2cccs2)N2CCOCC2)cc1 (stereo not given)	0.6	-2.4
11	O=C(NCCOc1ccccc1F)C1CC(=O)N(c2ccc3c(c2)OCCO3)C1 (stereo not given)	-1.3	-4.9
12	CCOC(=O)c1ccc(S(=O)(=O)N2CCC(C(=O)NCc3ccccc3OC)CC2)cc1	1.7	0.7
13	c1cncc(CNc2ncnc3ccc(-c4cccnc4)cc23)c1	6.7	19.6
14	O=C(CNS(=O)(=O)c1ccccc1)OCC(=O)c1c[nH]c2ccccc12	-2.8	-3.0
15	O=C(Nc1ccccc1N1CCOCC1)c1cccc(S(=O)(=O)N2CCOCC2)c1	3.4	41.2
16	CC(C)NC(=O)Nc1cccc2c1O[C@H](CN(C)C(=O)Nc1ccc(C(F)(F)F)cc1)[C@@H](C)CN([C@H](C)CO)C2=O	0.6	-4.4

(list continues)
cpd	mol	GSK3A inh	Dyrk1A ADPGlo
17	CC(=NNC(=O)c1cccc(S(=O)(=O)N2CCCC2)c1)c1ccccc1	-1.1	10.7
18	O=C(Cn1ccc(NC(=O)OCc2ccccc2)nc1=O)NCc1ccc2[nH]ccc2c1	-0.9	6.3
19	Cc1c(Cl)cnc(NC(=O)COC(=O)C2CCCC2)c1Cl	0.9	-3.8
20	Cc1ccc(C(=O)N2CC(C)CC(C)C2)cc1S(=O)(=O)N1CCCCC1 (stereo not given)	-3.4	2.8
21	COc1cc2cc(CCCOC(=O)c3ccc(C(F)(F)F)cc3)oc(=O)c2cc1OC	-3.1	2.3
22	CC(C(=O)Nc1ccc2c(c1)OCO2)N1CCC(N2CCCCC2)CC1 (stereo not given)	-1.5	-0.4
23	CCOc1ccc(C(CC(=O)O)NC(=O)C(c2ccccc2)c2ccccc2)cc1OC (stereo not given)	-0.7	-1.9
24	O=C(CN1C(=O)NC2(CCCc3ccccc32)C1=O)c1ccc(F)c(F)c1 (stereo not given)	-5.3	-4.3

Following part:
cpd	mol	GSK3A inh	Dyrk1A ADPGlo
25	O=C(NC(=S)N1CCN(c2ccc(O)cc2)CC1)c1ccco1	-1.8	-2.9
26	CC(NC(=O)COC(=O)C1CCN(c2ccc(C(F)(F)F)cn2)CC1)c1ccc(F)cc1 (stereo not given)	-0.3	6.1
27	CCN(CC)S(=O)(=O)c1ccc(N2CC(C(=O)NCCC3=CCCCC3)CC2=O)cc1 (stereo not given)	0.1	-3.0
28	O=C(Cn1[nH]c(=O)c2ccccc2c1=O)NCCN1C(=O)S/C(=C\c2ccccc2)C1=O	0.5	-1.7
29	CCn1c(C)nc2cc(C(=O)NN=C(C)c3ccc(C#N)cc3)ccc21	-0.1	-1.7
30	COCCCOc1cc(NCc2ccccc2)c2ncn(C(C)C)c2c1	-1.5	15.8
31	CC(C)(C)c1ccc(S(=O)(=O)N2CCN(Cc3cc4c(cc3O)OCO4)CC2)cc1	0.0	0.9
32	O=C(C[C@H]1C/C=C\CC[C@H](Cc2ccc(F)cc2)C(=O)OC[C@H]2CCCN2C1=O)NCCO	2.4	2.2

Carrying on.
cpd	mol	GSK3A inh	Dyrk1A ADPGlo
33	CN(CC(=O)Nc1c(Cl)cccc1Cl)C(=O)CC1OC(=O)c2ccccc21 (stereo not given)	-2.3	-3.9
34	CCCCOc1ccc(/C=C(\C(=O)O)c2ccc(S(=O)(=O)N3CCCC3)s2)cc1	3.4	2.9
35	CC(C)(C)OC(=O)N1CCCC(C(=O)Nc2cccc(C(=O)N3CCCC3)c2)C1 (stereo not given)	1.3	-3.3
36	CCOc1ccc(NC(=O)COC(=O)CC2CCCCC2)cc1	-4.6	0.0
37	C/C(=N\O)c1ccco1	0.1	-2.3
38	COc1ccc(NC(=O)Nc2ccc3c(c2)C(=O)N([C@H](C)CO)C[C@H](C)[C@@H](CN(C)S(=O)(=O)c2ccc(F)cc2)O3)cc1	-1.6	4.7
39	COC(=O)c1sc(S(=O)(=O)NC(Cc2ccccc2)C(=O)O)c(C(=O)OC)c1C (stereo not given)	-4.4	-2.2
40	O=C(COC(=O)C1CC1)NC(=O)c1ccccc1	-3.9	-1.5

Gathered by group, those above with two or more sulfur atoms
cpd	mol	GSK3A inh	Dyrk1A ADPGlo
34	CCCCOc1ccc(/C=C(\C(=O)O)c2ccc(S(=O)(=O)N3CCCC3)s2)cc1	3.4	2.9
39	COC(=O)c1sc(S(=O)(=O)NC(Cc2ccccc2)C(=O)O)c(C(=O)OC)c1C (stereo not given)	-4.4	-2.2

Next entries
cpd	mol	GSK3A inh	Dyrk1A ADPGlo
41	N#Cc1ccccc1COC(=O)CCC(=O)c1cccs1	-1.6	-1.4
42	CN(CC(=O)NCC(c1ccccc1)N1CCCC1)S(=O)(=O)c1ccc(Cl)cc1 (stereo not given)	-1.7	-1.0
43	OCC[C@H]1C[C@@H](O)[C@H](O)[C@@]2(CCc3ccccc3CO2)O1	-2.5	-13.3
44	CN(C(=O)c1ccc(NC(=O)Cc2ccc(NC(=O)C3CCN(C(=O)C4CCCCC4)CC3)cc2)cc1)C1CC1	0.3	0.7
45	C[C@H](NC(=O)c1ccccc1)C(=O)OCC(=O)c1c[nH]c2ccccc12	-3.1	0.6
46	CC(C(=O)NCC(=O)Nc1ccc(F)c(F)c1F)N1CCN(c2ccc(O)cc2)CC1 (stereo not given)	-3.6	-2.1
47	O=C(COC(=O)/C=C/c1ccccc1Cl)NC(=O)NCc1ccccc1	-0.6	-4.1
48	O=C1C=C(c2ccc(O)cc2)C[C@@H](c2ccc3c(c2)OCO3)C1	4.5	30.9

Among those listed so far, 2 have a cyano group:
cpd	mol	GSK3A inh	Dyrk1A ADPGlo
29	CCn1c(C)nc2cc(C(=O)NN=C(C)c3ccc(C#N)cc3)ccc21	-0.1	-1.7
41	N#Cc1ccccc1COC(=O)CCC(=O)c1cccs1	-1.6	-1.4

Next part.
cpd	mol	GSK3A inh	Dyrk1A ADPGlo
49	O=C(CNC(=O)c1ccccc1F)NCc1ccncc1	-1.5	-6.5
50	Cc1c(Cl)cccc1NC(=S)Nc1ccc(S(=O)(=O)Nc2ncccn2)cc1	-3.5	2.4
51	COc1ccc(Cl)cc1NC(=O)CN(C)C(=O)c1ccc(-n2cncn2)cc1	-2.1	-2.6
52	COCCn1c(SCC(=O)c2c(N)n(C3CC3)c(=O)[nH]c2=O)nc2ccccc21	1.8	4.1
53	O=C(Nc1cccc(Cl)c1)c1nc[nH]c1C(=O)NCCN(CCNC(=O)c1[nH]cnc1C(=O)Nc1cccc(Cl)c1)CCNC(=O)c1[nH]cnc1C(=O)Nc1cccc(Cl)c1	0.4	-6.1
54	Cc1ccc2nc(N3C(=O)C(O)=C(C(=O)c4ccc(C)o4)C3c3ccco3)sc2c1 (stereo not given)	-7.4	7.6
55	COc1ccc(C(=O)NCC(=O)OCC(=O)N2CC(C)OC(C)C2)cc1OC (stereo not given)	-2.4	-5.9
56	O=C1CCc2cc(S(=O)(=O)Nc3ccccc3Cl)ccc2N1	12.8	-4.7

Following part.
cpd	mol	GSK3A inh	Dyrk1A ADPGlo
57	CC(C)(C)OC(=O)[C@H](CCCCN)NC(=O)c1nc[nH]c1C(=O)N[C@@H](CCCCN)C(=O)OC(C)(C)C	-2.5	3.6
58	O=C(Nc1ccc(C2=CN(Cc3ccccc3)CCC2=O)cc1)OCc1ccccc1	1.7	1.9
59	COc1ccc(C(CNC(=O)c2ccc(S(=O)(=O)N3CC(C)CC(C)C3)cc2)N(C)C)cc1 (stereo not given)	4.1	-6.2
60	CC1CCCC(C)N1C(=O)COC(=O)CCC(=O)c1ccc(F)cc1 (stereo not given)	-2.6	-0.8
61	Cc1cc(SCC(=O)N(C)C2CCCCC2)nc2ccccc12	-4.3	-0.1
62	C[C@H](CO)N1C[C@H](C)[C@@H](CN(C)C)Oc2c(NS(=O)(=O)c3ccc(F)cc3)cccc2C1=O	-1.4	-1.1
63	CCCCn1c(N)c(N(CCOC)C(=O)c2cc(=O)[nH]c3ccccc23)c(=O)[nH]c1=O	-1.2	-6.2
64	CC(=NNC(=O)c1ccc(NS(=O)(=O)c2ccc(Br)cc2)cc1)c1cccnc1	-4.2	-2.1

Later entries:
cpd	mol	GSK3A inh	Dyrk1A ADPGlo
65	O=C(COC(=O)COc1ccccc1)Nc1ccc(Br)cc1F	7.5	-4.7
66	CCOC(=O)Cc1csc(NC(=O)CN(C)S(=O)(=O)c2cccc3cccnc23)n1	-3.3	-6.9
67	C[C@H](NC(=O)c1ccco1)C(=O)N1CCN(c2ccc(C(F)(F)F)cn2)CC1	-1.0	3.8
68	CC(C)C(NC(=O)c1c(F)cccc1F)C(=O)N1CCN(c2ncccn2)CC1 (stereo not given)	-0.7	-5.1
69	COCCNC(=O)CN1CCN(S(=O)(=O)c2ccc3c(c2)CCCC3)CC1	-1.0	-0.4
70	CCN(CC)C(=O)[C@H]1CC(CC(=O)NCc2ccc(OC)c(OC)c2)C(=O)N2CCc3c([nH]c4ccccc34)[C@]12C (stereo not given in full)	-4.3	-1.8
71	COc1ccc(-c2ccc3c(c2)S(=O)(=O)c2cccc(C(=O)N4CCN(c5c(Cl)cncc5Cl)CC4)c2C3=O)cc1OC	-37.0	2.3
72	O=C1C=CC(=C(c2ccc(O)cc2)c2ccc(O)cc2)C=C1	0.6	1.1

Next part.
cpd	mol	GSK3A inh	Dyrk1A ADPGlo
73	CC1(C)Oc2ccc3ccc(=O)oc3c2[C@H](O)[C@H]1O	-4.1	2.1
74	Cc1ccc(S(=O)(=O)N2[C@@H](c3ccc(F)cc3)C(C(=O)O)=CC[C@H]2c2cccc(Cl)c2)cc1	-3.7	5.3
75	Cc1c(C(=O)OCC(=O)N(C)Cc2ccccc2)oc2ccccc12	0.0	-1.9
76	COc1cc(NC(=O)CCc2c(C)noc2C)c(Cl)cc1C(=O)O	-5.8	-3.3
77	Cc1sc2ncnc(N3CCC(C(=O)Nc4ccc(S(N)(=O)=O)cc4)CC3)c2c1C	7.6	13.1
78	Cc1ccc(S(=O)(=O)NCc2ccc(C(=O)NC3CCC(O)CC3)cc2)cc1C (stereo not given)	-2.3	-2.7
79	Cc1cc(C)c(C(=O)COC(=O)c2c(C)noc2C)cc1C	-0.8	-0.6
80	CC(=O)[C@H]1CC[C@H]2[C@@H]3C=CC4=CC(=O)CC[C@@]4(C)[C@@H]3CC[C@]12C	8.6	5.5

Additional records:
cpd	mol	GSK3A inh	Dyrk1A ADPGlo
81	Cc1ccnc(NC(=O)c2cc(S(=O)(=O)NCc3ccccc3)ccc2C)c1	4.7	16.0
82	CCCCN1C(=N)N([C@@H](C)CN2CCC[C@H]2CN2C(N)=NC[C@@H]2Cc2ccccc2)C[C@H]1[C@H](C)CC	2.3	13.2
83	C[C@H](CO)N1C[C@H](C)[C@@H](CN(C)C(=O)Nc2ccc(C(F)(F)F)cc2)Oc2ccc(NS(=O)(=O)c3cccs3)cc2C1=O	-3.8	3.3
84	Cn1c(-c2ccccc2)cc2onc(-c3ccccc3)c2c1=O	1.5	-2.6
85	COc1cc(CCC(=O)OCC(=O)NCCc2ccc(S(N)(=O)=O)cc2)cc(OC)c1OC	-1.7	-7.0
86	COc1ccc(C(=O)OCC(=O)c2c[nH]c3ccccc23)cc1OC	17.1	4.9
87	CC1CCCC(NC(=O)CN2C(=O)NC(C)(c3cc(F)ccc3F)C2=O)C1C (stereo not given)	-1.1	-3.8
88	CC(C)(C)[C@H]1COC(=O)CCC/C=C/C[C@H](CC(=O)N(CCO)Cc2ccccc2)C(=O)N1	1.3	0.7

The list continues.
cpd	mol	GSK3A inh	Dyrk1A ADPGlo
89	COc1ccc(C(NC(=O)CN2C(=O)NC3(CCc4ccccc43)C2=O)c2ccccc2)cc1 (stereo not given)	-1.5	-9.3
90	O=S(=O)(c1ccc(F)cc1)N1CCCC(c2nc(-c3ccc(F)cc3)no2)C1 (stereo not given)	-1.2	-2.5
91	CCNC(=O)NC(=O)CSc1ccc(S(=O)(=O)N2CCOCC2)cn1	1.0	6.2
92	O=C(COC(=O)COc1ccccc1)NCc1ccc2c(c1)OCO2	-3.1	6.7
93	COc1ccc(C(=O)N2CCN(C(=O)C3CCCO3)CC2)cc1[N+](=O)[O-] (stereo not given)	-0.4	-5.1
94	CCOC(=O)/C=C/[C@H]1Cc2ccccc2CO1	1.1	4.9
95	COc1ccc(C=NNc2ccc([N+](=O)[O-])cc2S(=O)(=O)Nc2ccccc2C(=O)O)cc1OC	-4.2	-0.2
96	CN1CCCN(C(=O)CNC(=O)c2ccccc2F)CC1	-2.4	0.1
97	CC(C)(C)OC(=O)C[C@@H]1C/C=C\C[C@@H](CC(=O)N[C@@H](CO)Cc2ccccc2)C(=O)N2CCC[C@@H]2COC1=O	-1.4	3.7
